BAP1 block = human BAP1 deubiquitinase inhibition. recombinant BAP1, Ub-AMC hydrolysis fluorescence kinetic; hits give low values. AID 436. 0.48% of 72,000 active. activity remaining (% of control), % at 20 µM;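 active = activity remaining at or below 50% of control, provided the compound also passes the data quality filters; inactive = the rest, including low values that fail the filters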;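 also: 100% = DMSO wells rate and 0% = substrate alone blank rate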
Target sequence (Q92560 whole entry, looked up): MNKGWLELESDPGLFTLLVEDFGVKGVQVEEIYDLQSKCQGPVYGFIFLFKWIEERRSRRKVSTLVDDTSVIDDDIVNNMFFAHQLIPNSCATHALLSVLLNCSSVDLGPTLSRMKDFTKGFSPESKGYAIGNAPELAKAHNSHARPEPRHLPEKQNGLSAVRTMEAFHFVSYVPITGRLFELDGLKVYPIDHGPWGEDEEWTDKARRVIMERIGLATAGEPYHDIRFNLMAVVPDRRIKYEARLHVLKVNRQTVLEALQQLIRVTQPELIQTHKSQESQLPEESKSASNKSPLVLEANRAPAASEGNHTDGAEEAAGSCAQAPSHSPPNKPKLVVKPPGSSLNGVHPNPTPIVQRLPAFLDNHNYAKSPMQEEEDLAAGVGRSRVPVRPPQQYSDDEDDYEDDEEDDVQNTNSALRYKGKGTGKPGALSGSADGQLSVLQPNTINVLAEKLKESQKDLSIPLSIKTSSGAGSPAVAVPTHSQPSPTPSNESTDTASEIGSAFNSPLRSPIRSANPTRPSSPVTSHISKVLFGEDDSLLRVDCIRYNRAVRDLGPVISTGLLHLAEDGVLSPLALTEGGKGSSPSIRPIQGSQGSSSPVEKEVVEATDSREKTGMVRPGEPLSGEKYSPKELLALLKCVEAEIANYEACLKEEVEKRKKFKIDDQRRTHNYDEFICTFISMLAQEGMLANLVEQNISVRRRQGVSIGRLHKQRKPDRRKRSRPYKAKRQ
HePTP inhibitor = human HePTP phosphatase inhibition. P35236. recombinant HePTP phosphatase activity, OD absorbance. inhibition, % at 20 µM. 0.64% of 110,000 active. AID 521; in the data active = inhibition above about 50%;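 also: plate controls were vehicle for no effect and reference inhibitor for full effect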
An asterisk follows results filed as active; . = not tested or not shown; & = joins results of further samples.

SMILES | BAP1 block | HePTP inhibitor
CCCCOC(=O)c1cccc(NC(=O)c2cc3ccccc3oc2=O)c1 | . | 9.4
COc1ccc(/C=N/N=C2c3ccccc3-c3ccccc32)c(OC)c1 | . | -1.8
Cn1/c(=N/N=C/c2c(O)ccc3ccccc23)sc2ccccc21 | . | -2.4
CC1(C)CC(=O)C2=C(C1)Nc1ccccc1NC2c1cccnc1 (stereo not drawn) | 91.6 | 10.4
COc1ccc(C2CC(c3cc(Br)ccc3F)n3nnnc3N2)cc1 (stereo not drawn) | 76.3 | 7.8
CC(=O)c1ccc(NC(=O)c2cnccn2)cc1 | . | 17.6
CC(C)C1N(c2ccccc2)C(N)=C(C#N)C1(C#N)C#N (stereo not drawn) | 102.6 | 7.0
O=C(CSc1nc2sc3c(c2c(=O)[nH]1)CCCC3)N1CCCC1 | 101.7 | 7.2
CCOC(=O)N1CCN(C(=O)c2oc3ccc(S(=O)(=O)N4CCCCC4)cc3c2C)CC1 | 108.0 | 3.7
CCOc1ccc(N2C(=O)CC(Nc3ccc(N4CCOCC4)cc3)C2=O)cc1 (stereo not drawn) | . | 5.1
CCC1(CC)NC(=O)N(CC(=O)OCC(=O)Nc2cc(C)ccc2C)C1=O | 101.6 | 3.0
CCC(C)NC(=O)c1c(N)n(/N=C/c2ccccn2)c2nc3ccccc3nc12 (stereo not drawn) | 76.3 | 0.2

By substructure: the compounds so far containing four or more nitrogen atoms (3)
SMILES | BAP1 block | HePTP inhibitor
COc1ccc(C2CC(c3cc(Br)ccc3F)n3nnnc3N2)cc1 (stereo not drawn) | 76.3 | 7.8
CC(C)C1N(c2ccccc2)C(N)=C(C#N)C1(C#N)C#N (stereo not drawn) | 102.6 | 7.0
CCC(C)NC(=O)c1c(N)n(/N=C/c2ccccn2)c2nc3ccccc3nc12 (stereo not drawn) | 76.3 | 0.2

Additional structures
SMILES | BAP1 block | HePTP inhibitor
COc1cccc(C(=O)N2CCN(S(=O)(=O)Cc3ccccc3)CC2)c1 | 94.6 | 5.2
COc1ccc(OC)c(C2c3c(-c4ccccc4)n[nH]c3C(=O)N2c2ccccc2)c1 (stereo not drawn) | . | -2.8
O=C(Cn1cnc2c(cnn2-c2ccccc2)c1=O)NCc1ccccc1 | 97.9 | 7.4
CN(C)c1ccc(NC(=O)C(N)=O)cc1 | . | 1.9
C[C@H](NC(=O)OC(C)(C)C)C(=O)NCC1CCC(C(=O)O)CC1 (stereo partly drawn) | 95.7 | 12.3
OC1(CN2CCOCC2)C2CN3CCN(C2)CC1(c1ccccc1)C3 (stereo not drawn) | 90.8 | -3.9
CCOc1cccc(NC(=O)C2CCCN(S(=O)(=O)c3ccc(-n4cnnn4)cc3)C2)c1 (stereo not drawn) | 134.0 | 6.2
O=C(Oc1ccc2c(c1)OCC2=O)c1ccccc1 | 59.9 | 2.4
COc1ccc2nc(NC(=S)NC(=O)c3ccc(Cl)cc3)sc2c1 | . | -0.4
Cc1occc1-c1nnc(SCC(=O)NCc2cccs2)n1CC1CCCO1 (stereo not drawn) | 98.2 | 7.1
CCN(C(=O)Cc1ccc(Cl)cc1)c1ccccc1C | . | 2.7
C/C=C/C=C(\NC(=O)c1ccccc1)C(=O)O | . | 3.9

Molecules from the list above that have a Cl atom:
SMILES | BAP1 block | HePTP inhibitor
COc1ccc2nc(NC(=S)NC(=O)c3ccc(Cl)cc3)sc2c1 | . | -0.4
CCN(C(=O)Cc1ccc(Cl)cc1)c1ccccc1C | . | 2.7

Continuation:
SMILES | BAP1 block | HePTP inhibitor
CC(C)CNC(=O)CN(C1CCCCC1)S(C)(=O)=O | 92.3 | 7.9
O=c1/c(=C/c2ccccc2OCc2ccc(Cl)cc2)sc2nc3ccccc3n12 | . | -1.7
COc1cc2c(cc1NCc1ccc([N+](=O)[O-])cc1)oc1ccccc12 | . | -2.0
Cc1ccc(C(=O)N/C(=C/c2cccnc2)C(=O)Nc2ccc(F)cc2)cc1 | . | -2.8
CC(=O)[C@H]1CC[C@H]2[C@@H]3CCC4=CC(=O)CC[C@]4(C)[C@H]3CC[C@]12C | 88.9&87.9 | -0.9
CCC(=O)Nc1ccc2nc(C3CC3)n(Cc3ccccc3)c(=O)c2c1 | 88.2 | 4.7
Cc1cc(C(=O)Nc2cccc3ncccc23)no1 | 102.5 | 15.2
COc1cc(C(=O)Nc2cc(-c3nc4ccccc4s3)ccc2C)cc(OC)c1OC | . | -7.7
COc1cccc(-n2cc3c(=O)n(C)c(=O)n(C)c3c2)c1 | 98.5 | 5.4
Cc1ccc(S(=O)(=O)N(C)c2ccc(C(=O)O)cc2)cc1 | 95.5 | 4.1
COC(=O)c1ccc(/C=N/N=C(N)N)cc1 | . | -4.1
CCCCc1c(C)nc(N/N=C/c2c(F)c(F)c(F)c(F)c2F)[nH]c1=O | . | -7.6

Single values from the list.
BAP1 block result of `Cc1cc(C(=O)Nc2cccc3ncccc23)no1` = 102.5
HePTP inhibitor result of `COc1cc2c(cc1NCc1ccc([N+](=O)[O-])cc1)oc1ccccc12` = -2.0
BAP1 block result of `COc1cccc(-n2cc3c(=O)n(C)c(=O)n(C)c3c2)c1` = 98.5

(more compounds)
SMILES | BAP1 block | HePTP inhibitor
O=c1c2cc([N+](=O)[O-])ccc2[nH]c2c1[nH]c1ccccc12 | . | 10.1
OC(CNc1ccc(F)cc1)COc1ccc(OCC(O)CNc2ccc(F)cc2)cc1 (stereo not drawn) | . | -2.1
CC(C)(C)c1csc(N/N=C/c2ccc(Br)cc2)n1 | . | 5.9
Cc1nc(N)sc1C(=O)N/N=C/c1ccc(Cl)cc1Cl | . | 3.7
COc1ccc(S(=O)(=O)NC(CC(=O)NCc2ccco2)c2ccco2)cc1 (stereo not drawn) | 109.9 | 3.2
Cc1cc(NC(=O)CSc2ccccn2)no1 | . | -7.7
Brc1cnn(-c2nc(N3CCOCC3)nc(N3CCOCC3)n2)c1 | 95.5 | 8.4
C=CCOc1ccc(/C(O)=C2\C(=O)C(=O)N(CCOC)C2c2cccnc2)cc1 (stereo not drawn) | . | -6.5
CCSc1nc(O)c(Cc2ccccc2)c(=O)n1-c1ccc(C)cc1 | . | 7.6
COc1ccc(C2NC(=O)NC(O)(C(F)(F)F)C2C(=O)c2ccc(Br)cc2)cc1 (stereo not drawn) | . | 3.8
CC1(C)NC(=O)N(CC(O)CNC23CC4CC(CC(C4)C2)C3)C1=O (stereo not drawn) | 99.0 | 4.1
COc1cccc(-c2nc(CS(=O)CC(=O)NCc3ccc4c(c3)OCO4)c(C)o2)c1 (stereo not drawn) | 80.9 | 0.3
O=C(Nc1ccc([N+](=O)[O-])cc1)c1cc(=O)c2ccccc2o1 | 63.8 | .
C=COCn1c2ccc(Cl)cc2c2cc(Cl)ccc21 | . | 7.2
COc1ccc(Cn2nnnc2C(c2ccc(F)cc2)N2CCN(C3CCCC3)CC2)cc1 (stereo not drawn) | 91.4 | 7.7
Cc1ccc(OCC(=O)Nc2cccc(I)c2)c(Br)c1 | . | -6.6
CCOC(=O)N1CCN(c2ncnc3c2cnn3-c2ccc(Cl)cc2)CC1 | 63.1 | 3.8
CC1CCc2c(sc(NC(=O)c3cccnc3)c2C(=O)Nc2ccccc2)C1 (stereo not drawn) | . | -12.1
COc1ccc(CCn2c(SCC(=O)Nc3cc(C)on3)nc3ccsc3c2=O)cc1OC | 100.6 | 4.8
Cc1cc(C)n(C2CC(=O)N(c3ccccc3)C2=O)n1 (stereo not drawn) | . | -12.4
CCOC(=O)c1c(C)oc2c1c(/C=N/c1ccccn1)c(O)c1ccccc12 | 69.6 | 1.3
CCOC(=O)c1[nH]c(C)c(C(=O)NCCc2ccc(OC)cc2)c1C | 102.3 | 11.2
CCOC(=O)c1ccccc1NC(=O)c1ccccc1N(C)S(C)(=O)=O | 116.0 | 10.2
Cc1cccc(COc2ccc(/C(O)=C3\C(=O)C(=O)N(CCN(C)C)C3c3ccncc3)cc2)c1 (stereo not drawn) | 136.3 | 7.3

Looked up by structure from the entries so far:
SMILES | BAP1 block | HePTP inhibitor
Cc1cccc(COc2ccc(/C(O)=C3\C(=O)C(=O)N(CCN(C)C)C3c3ccncc3)cc2)c1 (stereo not drawn) | 136.3 | 7.3
C=COCn1c2ccc(Cl)cc2c2cc(Cl)ccc21 | . | 7.2
CCOC(=O)c1ccccc1NC(=O)c1ccccc1N(C)S(C)(=O)=O | 116.0 | 10.2
CC1CCc2c(sc(NC(=O)c3cccnc3)c2C(=O)Nc2ccccc2)C1 (stereo not drawn) | . | -12.1
COc1ccc(Cn2nnnc2C(c2ccc(F)cc2)N2CCN(C3CCCC3)CC2)cc1 (stereo not drawn) | 91.4 | 7.7
COc1ccc(CCn2c(SCC(=O)Nc3cc(C)on3)nc3ccsc3c2=O)cc1OC | 100.6 | 4.8

(listing goes on)
SMILES | BAP1 block | HePTP inhibitor
O=C(NCc1ccco1)C(c1ccncc1)N(CCC1=CCCCC1)C(=O)Cn1nnc2ccccc21 (stereo not drawn) | 90.6 | 2.0
COC(=O)CN(c1nc(C)c(Cl)c(OC)n1)S(=O)(=O)c1ccc(C)cc1 | 58.5 | 6.7
CCOC(=O)C1=C(c2ccccc2)N=C2SCC(=O)N2C1c1ccc2c(c1)OCO2 (stereo not drawn) | 102.6 | -14.2&-0.6
CCOC(=O)c1cc(-c2nnc(-c3ccc(Oc4ccccc4)cc3)o2)c(C)nc1C | 64.4 | 5.6
Cc1ccc(Cl)cc1N(Cc1ccc(C(=O)O)cc1)S(=O)(=O)c1ccccc1 | . | 7.2
CCOc1cccc(N2C(=O)NC(=O)/C(=C\c3ccc(Sc4ccccc4)o3)C2=O)c1 | . | 10.8
Cc1cc(=O)n2/c(=C\c3ccc(Br)cc3)c(=O)[nH]c2n1 | . | 1.3
Cc1ccc(NC(=O)CN(C)C(=O)CCCN2C(=O)c3ccccc3C2=O)cc1 | 89.2 | 0.3
O=C(CN1CCOc2ccccc21)NCc1ccc(F)cc1 | 85.5 | -5.2
CCOC(=O)c1c(NC(=O)c2cccc(Oc3ccccc3)c2)sc2c1CCC2 | 82.3 | .
COc1ccc(NC(=O)C2C3CCC4C(CCC32)C4(Cl)Cl)cc1 (stereo not drawn) | . | 5.3
Cc1ccc(C2=NN(C(=O)CCC(=O)O)C(c3cccc([N+](=O)[O-])c3)C2)cc1 (stereo not drawn) | . | 0.1
O=C1COc2ccc(C(=O)COC(=O)c3ccc4ccccc4n3)cc2N1 | 93.6 | 7.4
COc1ccc(C2/C(=C(/O)c3ccc(Cl)cc3)C(=O)C(=O)N2C)c(OC)c1 (stereo not drawn) | . | 2.6
CC1=C(C(=O)Nc2ccc(C)cc2)C(c2ccc(F)cc2)NC(=O)N1 (stereo not drawn) | . | -9.3
COc1ccccc1NS(=O)(=O)c1ccc(NC(=O)CCNC(=O)c2ccco2)cc1 | 99.8 | 4.8
CSc1c(CC(=O)NCCO)n(C)c2ccccc12 | 119.9 | -0.5
COC(=O)c1ccc2c(=O)n(Cc3ccc4c(c3)OCO4)c(SCC(=O)N3CCCC3)nc2c1 | 104.0 | 1.7
Cc1n[nH]c(C)c1S(=O)(=O)N1CCCC(C(=O)N2CCN(c3ccc(Cl)cc3)CC2)C1 (stereo not drawn) | 105.0 | 10.6
CC1CCCCC1NC(=O)CN1CCC(O)(c2ccc(F)cc2)CC1 (stereo not drawn) | 94.6 | 6.3
O=C(CC12CC3CC(CC(C3)C1)C2)Nc1nccs1 | . | -3.7
CCOc1cc(C)c(Cl)cc1S(=O)(=O)N1CCCC1 | 125.7 | 10.9
O=C(c1ccc(=O)oc1)N1CCN(C(c2ccccc2)c2ccccc2)CC1 | 83.3 | 5.8
Clc1ccccc1CSc1nc2ccccc2o1 | . | 1.2
O=S(=O)(NC1CCN(Cc2ccccc2)CC1)c1cccc2cccnc12 | 108.5 | 7.9
Cc1ccc(S(=O)(=O)NCC2CCC(C(=O)NCc3ccco3)CC2)cc1 (stereo not drawn) | 101.5 | 13.0
Cc1ccc(OCC(=O)Nc2sc3c(c2C(N)=O)CCC3)c(C)c1 | . | -10.8
CCSc1nnc(NC(=O)c2cc(-c3ccc(OC)cc3)nc3ccccc23)s1 | . | 2.8
Cc1ccc(C(=O)Nc2ccc(N3CCOCC3)c(Cl)c2)cc1C | . | 5.5
Cc1nn(C)c(C)c1S(=O)(=O)N1CCC(C(=O)NC(C)c2ccccc2)CC1 (stereo not drawn) | 96.0 | 6.3
COC(=O)c1cc2nc(-c3ccc(Br)cc3)cc(C(F)(F)F)n2n1 | . | -9.1
Cn1c(CSc2nc3ccccc3s2)n[nH]c1=S | 94.7 | 7.2
Cc1cccc(Nc2n[nH]c(=S)s2)c1C | . | -3.8
Cc1ccc(C(=O)ONC(=O)c2ccc(Cl)cc2)cc1[N+](=O)[O-] | . | 6.2
CCOC(=O)c1ccc(COC(=O)c2cc3ccccc3oc2=O)o1 | 111.4 | 5.9
Cc1ccc(S(=O)(=O)Nc2ccccc2C=Nc2c(C)n(C)n(-c3ccccc3)c2=O)cc1 | . | -12.7
O=S(=O)(Nc1cccc(F)c1)c1ccc2ccccc2c1 | . | 5.1
COc1ccc(CNCc2cccc(Oc3ccccc3)c2)cc1 | . | -11.2

Screening data (PubChem)

Not a hit list; about 0.95% have a hit in one of these screens.
